GAA850 FXN act: FXN promoter activators, primary screen, cell-based, luciferase luminescence, HEK293 lucGAA850; HEK293 lucGAA850 FXN promoter luciferase reporter, 24 h; percent of 10 µM SAHA response; activation, % at 6 µM; actives 0.56% (n = 360,000); AID 540364, 2011;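 active means activation above the average of all compounds screened plus 3 SD, cutoff fixed separately per campaign, cut at about 7.5% in these data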;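 further: 0% = DMSO wells and 100% = 10 µM SAHA wells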
hgDAF12 agonist: H. glycines DAF-12 receptor agonists, primary screen, cell-based, luminescence, HEK293, GAL4 fusion, UAS-luciferase. Nuclear hormone receptor DAF-12 (Heterodera glycines), GAL4 fusion. actives 1.8% (n = 370,000). HEK293 GAL4-hgDAF12 UAS-luciferase reporter, agonist luminescence; normalized to butyrate control. activation, % at 6.8 µM;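 active means activation above a cutoff set at the mean of all screened compounds plus 3 SD, cut at about 10% in these data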;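 further: 0% = DMSO wells and 100% = sodium butyrate wells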
ssDAF12 agonist: S. stercoralis DAF-12 nuclear receptor activators, primary screen, cell-based, luminescence, HEK293, GRIP1 co-expression, lit1-tk-luc; HEK293 ssDAF-12/GRIP1 lit1-tk-luc reporter; % of 3 µM dafachronic acid response; activation, % at 6.8 µM; Nuclear hormone receptor DAF-12 (Strongyloides stercoralis); actives 1% (n = 370,000);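 active means activation above the mean over all tested compounds plus 3 SD, cut at about 0.9% in these data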;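 further: 0% = DMSO-only wells and 100% = 3 µM delta7-dafachronic acid wells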
proKLK7 act: proKLK7 zymogen activators, primary screen, biochemical, fluorescence intensity; Kallikrein-7 (Homo sapiens), P49862; purified proKLK7, EDANS-DABCYL substrate fluorescence; 100% is mature enzyme control, 0% vehicle; activation, % at 7 µM; actives 0.9% (n = 370,000);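 active means activation above the mean of all tested compounds plus 3 SD, computed per campaign excluding outliers beyond control limits, cut at about 13% in these data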
Target sequence (P49862 whole entry, looked up): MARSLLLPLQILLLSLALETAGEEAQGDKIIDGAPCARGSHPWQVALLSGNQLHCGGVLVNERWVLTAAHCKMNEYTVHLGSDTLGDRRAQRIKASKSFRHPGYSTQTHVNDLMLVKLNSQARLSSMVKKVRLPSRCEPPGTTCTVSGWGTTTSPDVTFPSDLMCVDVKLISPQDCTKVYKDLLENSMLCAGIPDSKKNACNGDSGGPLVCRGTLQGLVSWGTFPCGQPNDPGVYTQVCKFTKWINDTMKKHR
sPLA2-III inh: human group III sPLA2 inhibitors, primary screen, biochemical, QFRET, BODIPY PC-A2 liposome substrate; QFRET BODIPY PC-A2 liposome hydrolysis, fluorescence; inhibition, % at 12.2 µM; actives 0.56% (n = 370,000);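 active means inhibition above mean plus 3 SD of compounds lying within the high and low control bounds, cut at about 19% in these data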;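 further: 0% = median of test compound wells and 100% = no enzyme DMSO wells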
Target sequence (Q9NZ20 whole entry, looked up): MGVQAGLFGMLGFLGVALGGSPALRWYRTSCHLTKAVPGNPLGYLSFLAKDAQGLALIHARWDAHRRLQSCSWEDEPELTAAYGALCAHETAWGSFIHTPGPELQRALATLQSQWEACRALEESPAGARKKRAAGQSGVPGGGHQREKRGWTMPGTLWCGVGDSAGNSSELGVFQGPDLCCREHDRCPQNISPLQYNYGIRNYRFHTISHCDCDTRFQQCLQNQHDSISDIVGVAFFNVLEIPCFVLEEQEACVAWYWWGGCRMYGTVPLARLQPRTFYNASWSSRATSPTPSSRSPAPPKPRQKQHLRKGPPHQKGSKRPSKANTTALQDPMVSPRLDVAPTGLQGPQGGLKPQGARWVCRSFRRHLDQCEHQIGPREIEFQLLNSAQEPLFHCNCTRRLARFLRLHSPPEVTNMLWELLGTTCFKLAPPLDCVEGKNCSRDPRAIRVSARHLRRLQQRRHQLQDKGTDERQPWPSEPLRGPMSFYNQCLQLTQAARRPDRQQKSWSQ
hcDAF12 agonist: H. contortus DAF-12 nuclear receptor activators, primary screen, cell-based, luminescence, HEK293, lit1-tk-luc reporter | activation, % at 6.8 µM | actives 1.4% (n = 370,000) | HEK293 hcDAF-12 lit1-tk-luc reporter; 0% DMSO, 100% Δ7-dafachronic acid | AID 652067, 2013;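 active means activation above the mean of all tested compounds plus 3 SD, cut at about 5.5% in these data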;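 further: 100% = response to 3 µM Δ7-dafachronic acid high control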
GC-A act: GC-A stimulated cGMP production enhancers – HEK293 GC-A cells, cGMP TR-FRET, EC30 ANP, primary screen; Atrial natriuretic peptide receptor 1 (Homo sapiens), P16066; 0% at EC30 ANP, 100% saturating ANP; activation, % at 10 µM; actives 0.14% (n = 370,000); AID 1671463, 2021; in the data active means activation above about 40%
GC-B act: human GC-B receptor activators, primary screen, HEK293 GC-B cells, cGMP TR-FRET, EC30 CNP. 0% at EC30 CNP, 100% saturating CNP. actives 0.11% (n = 370,000). activation, % at 10 µM. AID 1920062, 2024;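 active means activation at 10 µM reaching about 35% in either raw or pattern-adjusted values, limit read from the data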
SMARCA2 act: SMARCA2 (BRM) function activators, primary screen, cell-based, luminescence, high throughput; MG213 cells, MMTV-luciferase reporter, dexamethasone, overnight; AID 652017, 2013; activation, % at 9.1 µM; actives 1% (n = 370,000); in the data active means activation above about 7.8%;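 further: 0% = vehicle wells and 100% = reference activator wells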
DAX1 inh-1: DAX1 (NR0B1) inhibitors, primary screen, cell-based, HEK293, Gal4-DAX1, luciferase luminescence. Nuclear receptor subfamily 0 group B member 1 (Homo sapiens), P51843. HEK293 Gal4-DAX1 luciferase reporter. AID 504766, 2011. inhibition, % at 6.75 µM. actives 0.99% (n = 340,000);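 active means inhibition above the mean over all tested compounds plus 3 SD, cut at about 4.2% in these data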;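 further: 0% = DAX1-transfected cells with DMSO and 100% = empty-vector control cells with DMSO; inhibition shows as a rise in luminescence from relieved DAX1 repression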
Target sequence (P51843 207-470 limits assumed): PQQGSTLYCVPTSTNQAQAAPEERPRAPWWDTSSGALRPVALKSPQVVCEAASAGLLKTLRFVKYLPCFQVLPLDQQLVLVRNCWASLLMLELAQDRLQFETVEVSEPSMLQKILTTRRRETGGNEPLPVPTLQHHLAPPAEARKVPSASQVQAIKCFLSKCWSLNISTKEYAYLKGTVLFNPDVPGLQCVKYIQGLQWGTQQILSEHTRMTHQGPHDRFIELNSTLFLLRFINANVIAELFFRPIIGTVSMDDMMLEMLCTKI
DAX1 inh-2: DAX1 (NR0B1) inhibitors on StAR promoter, primary screen, cell-based, luminescence, SF-1 (NR5A1), full-length DAX-1. HEK293T StAR-luciferase reporter, SF-1/DAX-1 repression relief. inhibition, % at 6.8 µM. actives 1.1% (n = 370,000). AID 652010, 2013;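 active means inhibition above the mean over all tested compounds plus 3 SD, cut at about 3.6% in these data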;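 further: 0% = DAX-1 cells with DMSO and 100% = cells lacking DAX-1 with DMSO; higher inhibition means more luminescence from relief of DAX-1 repression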
Starred values were filed as active, the others as inactive; nt = not tested or not shown.

No. | Molecule | GC-B act | GC-A act | SMARCA2 act | hcDAF12 agonist | DAX1 inh-2 | GAA850 FXN act | ssDAF12 agonist | proKLK7 act | hgDAF12 agonist | sPLA2-III inh | DAX1 inh-1
1 | COc1ccc(OC)c(NC(=O)CSc2nnnn2-c2ccccc2F)c1 | -1 | -3 | 1 | -0.3 | -0.2 | -1.1 | -0.8 | -0.9 | 0.1 | -3 | -1.2
2 | Cc1cc(NC(=O)NCc2ccco2)ccc1NC(=O)NCc1ccco1 | -1 | -6 | 2 | -0.8 | -0.1 | 2.2 | -1.0 | 0.5 | -3.1 | 4 | 0.2
3 | O=C(CSc1nnc(CNC(=O)c2ccco2)o1)Nc1cccc(Cl)c1 | -5 | 4 | 1 | 0.2 | 0.4 | -0.2 | -1.4 | 0.0 | 0.5 | -6 | 0.9
4 | CC(C)CCc1noc(CN(C)CCC2CCOCC2)n1 | 0 | 4 | -2 | -0.3 | 0.3 | 3.1 | -0.7 | -0.2 | -1.8 | 4 | 2.8
5 | O=C(NC1CCCC1)[C@@H]1CCCN1C(=O)[C@H](Cc1cccnc1)NC(=O)N1CCOCC1 | 7 | 3 | 0 | 0.5 | 0.0 | nt | -0.4 | -0.1 | 0.1 | 1 | nt
6 | Cn1c(CCNC(=O)C(C)(C)C)nc2ccccc21 | 6 | 4 | -1 | -0.1 | 0.9 | -0.6 | -1.0 | 0.4 | 1.5 | -1 | 0.9
7 | CC(C)N1C(=O)CCC1C(=O)O (configuration not stated) | 0 | -2 | 5 | -1.2 | -0.5 | 2.0 | -1.2 | -0.4 | -1.6 | 5 | -0.1
8 | O=C(c1cc2cc(Cl)ccc2o1)N1CCCC1 | -6 | -2 | 0 | 3.3 | 0.9 | 3.0 | -0.8 | -0.7 | 4.0 | -3 | 0.7
9 | COc1cc(C(=O)N2CCN(C(=O)c3ccco3)CC2)c([N+](=O)[O-])cc1OC | 0 | 1 | -3 | 0.3 | 0.2 | 1.1 | -2.1 | -0.5 | -3.2 | 2 | -0.7
10 | CCc1cccc(C)c1NC(=O)CCCn1c(=O)c2cccn2c2cccnc21 | 1 | -1 | 2 | -2.1 | -1.6 | -0.8 | -0.9 | -0.3 | -1.0 | 3 | 2.2
11 | COc1ccc(N2CCN(Cc3nnnn3C3CCCCC3)CC2)cc1 | 2 | 2 | -1 | 0.2 | 0.7 | -1.4 | -1.2 | -0.1 | 1.1 | 0 | 0.4
12 | O=C(Nc1cccc(S(=O)(=O)N2CCCCC2)c1)[C@@H]1CCCN1S(=O)(=O)c1ccccc1C(F)(F)F | 4 | -4 | 0 | -1.5 | -1.7 | 5.4 | -0.8 | 0.3 | -1.0 | -42 | -1.4
13 | CC(C)NC1CCC(Nc2ccnc3cc(Cl)ccc23)CC1 (configuration not stated) | 2 | 7 | 3 | -2.1 | 0.5 | 0.0 | -1.0 | -0.5 | -1.2 | 1 | -1.3
14 | CC(O)Cc1cn([C@@H](CCCCNC(=O)OC(C)(C)C)C(=O)N2CCN(C(=O)OC(C)(C)C)CC2)nn1 (some centres not stated) | -2 | 1 | -1 | -0.9 | 0.4 | 2.7 | -0.8 | 0.5 | 1.2 | -4 | -0.8
15 | Cc1cc(C)c(S(=O)(=O)c2ccccc2)c(=O)[nH]1 | 2 | 4 | -2 | -0.2 | -0.1 | 0.2 | -0.7 | 0.3 | -0.3 | 12 | -0.3
16 | O=C1CC2c3cc(-c4cc5ccccc5o4)ccc3CCN2C(=O)CN1Cc1ccccc1 (configuration not stated) | 0 | 15 | -5 | -2.3 | -0.3 | nt | -0.9 | -0.8 | 0.1 | -18 | nt
17 | Oc1ccc(-c2cnc3c(Nc4cccc(OC(F)(F)C(F)F)c4)nccn23)cc1 | -3 | -11 | -1 | -2.6 | -1.5 | -0.2 | -2.0 | -0.3 | 2.7 | -22 | nt
18 | CC1(C(=O)NC2CCCC2)CCC(=O)N1Cc1cccs1 (configuration not stated) | -2 | 0 | 0 | 0.2 | -0.1 | -0.7 | 0.0 | 0.1 | -2.7 | 5 | 0.6
19 | O=C(Nc1ccc(NC(=O)C2CC2)nc1)c1ccncc1 | 3 | 1 | -3 | -0.3 | -0.2 | -2.4 | -1.1 | 0.5 | -2.7 | 9 | 1.4
20 | CCOC(=O)NNc1ccccc1 | -3 | -1 | 2 | 1.5 | 1.4 | 2.5 | -0.4 | -0.3 | -0.8 | -3 | -0.8
21 | C#CCOc1ccc(/C=C2/C(=O)ON=C2C)cc1Cl | 11 | 31 | 6 | -0.7 | -0.6 | 1.4 | -0.8 | 0.1 | 4.5 | -1 | -0.3
22 | O=C(Nc1cccc(C(F)(F)F)c1)c1cnccn1 | -3 | -2 | 1 | -1.4 | -0.7 | 1.4 | -1.3 | 0.2 | -1.4 | 0 | nt
23 | COc1ccc(-c2csc(N3CCN(C(=O)c4ccccc4)CC3)n2)cc1 | 3 | 2 | -3 | -1.1 | -0.9 | -2.7 | -1.3 | -0.2 | -2.1 | 3 | 0.8
24 | CC(C(=O)Nc1ccc(S(N)(=O)=O)cc1)N1CCc2ccccc21 (configuration not stated) | -3 | -1 | -1 | 1.1 | -0.9 | 2.5 | -0.9 | 0.2 | 3.6 | 3 | -1.2
25 | O=c1oc(-c2cccc(Cl)c2)nc2c1cnn2-c1ccccc1 | -7 | -3 | -3 | -0.5 | -0.3 | 0.3 | -1.4 | 0.0 | 1.6 | 3 | -1.0
26 | COc1ccc(NC(=O)CSc2nnc(-c3ccccc3C)n2N)cc1 | 3 | -1 | -1 | -0.5 | 0.3 | -2.4 | -1.4 | 0.1 | 3.3 | -1 | 1.9
27 | CC1=C(C(=O)N2CCOCC2)CC(CC(=O)NCCCN(C)C)C(=O)N1CCC1=CCCCC1 (configuration not stated) | 6 | -2 | -4 | -1.1 | -0.5 | -2.2 | -1.0 | -0.4 | -0.4 | 9 | -1.0
28 | CC(=O)Nc1ccc(NC(=O)C(C)Sc2nc3ccccc3c(=O)n2Cc2ccco2)cc1 (configuration not stated) | -1 | 3 | -2 | 1.2 | -4.3 | 0.8 | -1.1 | -0.3 | -0.4 | 7 | -0.4
29 | CCOC(=O)NN1C(=O)c2ccccc2NC1c1ccccc1O (configuration not stated) | -5 | -1 | -1 | 0.5 | -0.2 | -1.1 | 0.5 | 8.0 | -0.3 | -2 | 0.1
30 | COc1ccc2c(c1)c1nnc(SCC(=O)NC3CC3)nc1n2C | 0 | 14 | -2 | 4.0 | -0.1 | -1.6 | 1.7* | -0.4 | 0.1 | 6 | 0.7

No. | Molecule | GC-B act | GC-A act | SMARCA2 act | hcDAF12 agonist | DAX1 inh-2 | GAA850 FXN act | ssDAF12 agonist | proKLK7 act | hgDAF12 agonist | sPLA2-III inh | DAX1 inh-1
31 | CCOc1ccc(-c2nc(CN(Cc3ccccc3)C[C@@H]3CCC(=O)N3)c(C)o2)cc1 | -7 | -14 | -1 | 0.7 | -0.4 | 4.3 | -0.7 | -0.5 | 2.0 | -3 | 2.5
32 | CC(=O)Nc1cccc(NC(=O)C(F)(F)F)c1 | 1 | 3 | 1 | -1.4 | 0.1 | 0.5 | -1.1 | -0.4 | -2.5 | 2 | 3.5
33 | CC(C)(C)NC(=O)C(=O)NN=C1CCCCCCC1 | 4 | -1 | 0 | -0.2 | 0.8 | 1.8 | -1.8 | -0.2 | 0.8 | -3 | 6.8*
34 | O=C1CC(N2CCN(c3ccc(F)cc3)CC2)C(=O)N1Cc1ccccc1 (configuration not stated) | 3 | -3 | -5 | -1.6 | 0.3 | -0.5 | -1.6 | 0.1 | -1.7 | 8 | -1.9
35 | CCn1c(=NC(=O)c2ccc(N3C(=O)CCC3=O)cc2)sc2c(OC)ccc(OC)c21 | 3 | -1 | 0 | -0.2 | -0.8 | 1.0 | -1.1 | -3.6 | 3.4 | -12 | -0.5
36 | COc1cc(CNc2ccc(O)cc2)cc(Br)c1OCc1ccccc1 | -11 | -2 | 0 | -0.8 | -1.1 | 5.6 | -1.6 | 0.5 | 0.3 | 2 | 1.2
37 | COc1ccc(C(=O)CSc2nccn2C)cc1 | 2 | 4 | 11* | 2.3 | 0.6 | 4.5 | -0.4 | -0.6 | 12* | 0 | 4.2
38 | COc1ccc([C@H]2CC(=O)C=C(c3ccc(Oc4ccccc4)cc3)C2)cc1OC | 4 | 0 | -3 | -4.4 | -1.8 | 0.1 | -2.1 | 0.1 | -5.4 | -2 | -2.8
39 | NNC(=O)c1ccc2nc(-c3ccc(Br)cc3)cn2c1 | -4 | -9 | 7 | 2.8 | 1.8 | 0.5 | -0.9 | 4.9 | 15* | -2 | 0.9
40 | CN(C)c1ncc(S(=O)(=O)c2ccccc2)c(-c2ccccc2Cl)n1 | -2 | -6 | -2 | 2.6 | 0.1 | 2.1 | -1.2 | 0.7 | -1.2 | -6 | 1.2
41 | O=S(=O)(Nc1nc2ccccc2s1)c1ccc(Br)s1 | nt | nt | -3 | 3.5 | 0.2 | -0.2 | 0.7 | -0.3 | 1.0 | -72 | -1.1
42 | CCOC(=O)N1CCN(Cc2nc(CC3CC3)no2)CC1 | 3 | -4 | -1 | 0.4 | 0.0 | 0.1 | -0.9 | -0.6 | 1.8 | 8 | 2.2
43 | CN(c1ccc(C(=O)NCCSCc2ccco2)cc1)S(C)(=O)=O | 2 | 3 | 3 | -0.9 | -0.8 | 1.7 | -1.1 | 0.4 | 1.7 | -6 | -0.2
44 | COC(=O)CCN1CCc2cc(N=Nc3ccc([N+](=O)[O-])cc3)ccc21 | -7 | 6 | -1 | -1.3 | -0.6 | -2.7 | -1.0 | 0.3 | 0.6 | 7 | nt
45 | Cc1c(C(=O)NCCc2ccccc2)oc2ccccc12 | 0 | 0 | 6 | 4.1 | 2.5 | 4.0 | -0.4 | -0.2 | 16* | -9 | 2.2
46 | O=C1C=C(c2cccs2)CC(c2cccs2)C1n1cnc([N+](=O)[O-])c1 (configuration not stated) | -13 | -18 | 0 | -1.5 | 0.0 | -0.7 | -1.6 | -0.5 | 0.2 | -9 | 0.4
47 | CCOc1ccc(C(=O)Nc2ccccc2-c2ccccc2)cc1Cl | -4 | 1 | -1 | -1.3 | -0.6 | -0.3 | -1.4 | -0.2 | 1.9 | 3 | -0.4
48 | Cc1c(C(=O)N(CCO)Cc2ccccc2)oc2c(F)cccc12 | -3 | -5 | 6 | 1.7 | 0.8 | 2.8 | 0.2 | -0.9 | 4.2 | -3 | 1.7

Screens from PubChem BioAssay.

Not a hit list. About 6.7% of those tested had a hit in this group.
